# All columns: NCI-60 one-dose screen, growth in % after 48 h at 10 µM unless noted; 100 = growth as untreated, 0 = no growth, -100 = all killed.
# RPMI-8226 – RPMI-8226 leukemia cells; 77,000 tested, 7.5% active; AID 1794781
# MOLT-4 – MOLT-4 leukemia cells. 80,000 tested, 6.9% active
# HOP-92 – HOP-92 NSCLC cells | 71,000 tested, 6.3% active | AID 1794738
# EKVX – EKVX NSCLC. 71,000 tested, 3% active. AID 1794765
# CCRF-CEM – CCRF-CEM leukemia. AID 1794778. 77,000 tested, 7% active
# A549/ATCC – A549/ATCC NSCLC; 81,000 tested, 3.7% active
# M14 – M14 melanoma. AID 1794745. 80,000 tested, 6.2% active
# HOP-62 – HOP-62 NSCLC; 80,000 tested, 3.9% active; AID 1794735
# The depositor's hits bear a star; · = no result given. How the source made its calls: active means growth percent below 10; inactive means the rest.
(1) CCCCSc1nc(N/N=C/c2cccc(Br)n2)c(C#N)c(-c2ccc(OC)cc2)n1
(2) CC(=O)[C@@H]1CC[C@]2(CO)CC[C@]3(C)[C@H](CC[C@@H]4[C@@]5(C)CCCNC(C)(C)[C@@H]5CC[C@]43C)[C@@H]12
(3) CC(C)=CCC/C(C)=C/CC/C(C)=C/CC/C(C)=C/CC1CC(=O)C=C(C)[C@H]1O (some centres undefined)
(4) CC(C(N)=O)N1CCN(c2cccc(Cl)c2)CC1 (centres undefined)
(5) NC1=NC(=O)/C(=C/c2ccccc2)S1
(6) COc1cc(-c2nc(-c3ccc(-c4nc5ccc(F)cc5[nH]4)cc3)no2)cc(OC)c1OC
(7) C=C(C[n+]1ccccc1)[C@@H]1CC[C@]2(C(=O)O)CC[C@]3(C)[C@H](CC[C@@H]4[C@@]5(C)CC[C@H](OC(C)=O)C(C)(C)[C@@H]5CC[C@]43C)[C@@H]12
(8) COc1ccc(S(=O)(=O)Nc2cc(/C=C\c3cc(OC)c(OC)c(OC)c3)cc(OC)c2OC)cc1OC

Screen / compound no.,1,2,3,4,5,6,7,8
RPMI-8226,77,99,58,95,103,-15*,97,25
MOLT-4,84,95,40,·,94,21,103,17
M14,101,94,85,101,108,44,103,2.5*
HOP-62,99,111,97,104,107,26,106,52
CCRF-CEM,93,103,74,104,99,8.6*,99,9.2*
A549/ATCC,83,112,67,106,104,43,97,34
HOP-92,·,89,82,93,·,·,103,43
EKVX,99,95,74,101,125,47,101,·

(9) COc1c(O)cc2oc3cc(O[C@@H]4OC(C)[C@@H](O)[C@H](O)C4O)c(CC=C(C)C)c(O)c3c(=O)c2c1CC=C(C)C (some centres undefined)
(10) CC(=O)c1ccc(NC(=O)Cn2c(Nc3ccc(S(N)(=O)=O)cc3)nc3c2c(=O)n(C)c(=O)n3C)cc1
(11) CCCOc1ccc2nc(CC)cc(Nc3ccc(OC)cc3OC)c2c1
(12) CCC(=O)[C@H](C)[C@@H](O)[C@H](C)[C@H]1OC(CC)=C(C)C(=O)[C@@H]1C
(13) CC(C)N(C(=O)c1cccc([N+](=O)[O-])c1)C(C)C
(14) CC1(CO)CSC(Nc2ccc(Cl)c(Cl)c2)=N1 (centres undefined)
(15) CCOC(=O)COc1c(C)cccc1C
(16) O=C(CCN1C(=O)/C(=C/c2ccc(O)cc2)SC1=S)Nc1ccccc1O

Screen / compound no.,9,10,11,12,13,14,15,16
RPMI-8226,73,105,87,103,81,78,100,86
MOLT-4,65,98,82,92,108,88,97,97
M14,100,106,98,96,118,94,93,95
HOP-62,110,93,114,85,109,93,91,78
CCRF-CEM,83,102,104,90,88,82,95,77
A549/ATCC,80,102,91,50,113,81,100,101
HOP-92,89,112,94,84,86,94,62,23
EKVX,82,96,·,102,102,·,104,94

(17) O=C(C[n+]1ccccc1)c1ccc(I)cc1
(18) CC(C)N1C(=O)c2ccccc2C(n2c(-c3ccc(C(F)(F)F)cc3)nc3ccccc32)C1=O (centres undefined)
(19) Oc1[nH]c2ccccc2c1/C=c1/ccc2c(c1)N=C(c1ccc(C(F)(F)F)cc1)N=2
(20) Cc1cnc2c(=O)n(C)c(=O)n(C)c2n1
(21) N#Cc1nc(-c2ccco2)cc(-c2ccc(Nc3nc(N4CCCCC4)nc(N4CCCCC4)n3)cc2)c1N
(22) O=C1NC(c2ccc(Cl)cc2)N=C2C(c3ccccc3)=NOC12 (centres undefined)
(23) N=C1SCC(=O)N1c1ncc(Cc2cccc(C(F)(F)F)c2)s1
(24) COC1=CC(c2ccc[nH]2)=N/C1=C\c1[nH]c(C)c(C(=O)CCCCC(=O)Oc2ccc3c(c2)CCC2C3CC[C@]3(C)[C@@H](O)CC[C@@H]23)c1C (some centres undefined)

Screen / compound no.,17,18,19,20,21,22,23,24
RPMI-8226,102,99,36,104,105,110,82,45
MOLT-4,101,100,36,107,77,108,67,23
M14,100,94,45,111,96,105,77,60
HOP-62,86,81,72,·,104,93,64,68
CCRF-CEM,111,111,8.3*,75,90,98,44,17
A549/ATCC,90,97,50,102,92,96,66,53
HOP-92,103,87,57,94,134,91,88,30
EKVX,103,97,51,112,97,99,91,·

(25) CC1CC2C3CCC4=CC(=O)CCC4(C)C3CCC2(C)C1(O)C(=O)CO (centres undefined)
(26) O=C(O)c1ccccc1Oc1cccc(C(F)(F)F)c1
(27) COc1cc(-c2nc3sccn3c2-c2ccnc(NCCNS(=O)(=O)c3ccc(F)cc3)n2)ccc1F
(28) CC1C(=O)NC2=Nc3ccccc3C(=O)NN21 (centres undefined)
(29) CSc1ccc(-c2csc(-c3cc(Cl)cc(Cl)c3Cl)n2)cc1
(30) COc1ccc(-c2nc(N3CCOCC3)c3c4c(sc3n2)CCCC4)cc1
(31) Nc1ccc(S(=O)(=O)Nc2ccnn2-c2ccccc2)cc1
(32) Nc1nc(=O)[nH]c2ccc(S(=O)(=O)c3ccc(Cl)cc3)cc12

Screen / compound no.,25,26,27,28,29,30,31,32
RPMI-8226,77,97,-39*,90,88,107,117,97
MOLT-4,72,96,-15*,94,91,78,98,91
M14,111,97,9.5*,102,98,97,109,101
HOP-62,106,91,32,88,89,86,112,99
CCRF-CEM,91,92,2.5*,97,87,108,107,94
A549/ATCC,89,95,5.9*,·,101,90,98,·
HOP-92,100,89,19,95,86,99,98,·
EKVX,99,99,24,88,80,87,94,113

(33) CCn1cc(C2NC(=O)c3cc(F)ccc3N2)c2cccc(Cl)c21 (centres undefined)
(34) Ic1ccccc1I
(35) C=C1C(=O)O[C@H]2[C@H]1CC/C(COC(=O)CCC(=O)NCCOCCOCC(=O)Nc1ccc(OC)c(C(N)=O)c1O)=C\CC[C@@]1(C)O[C@@H]21
(36) N=C(N)c1ccc(-c2ccc(-c3cccs3)o2)nc1
(37) O=C1Nc2ccccc2/C1=N/c1nc(-c2ccc(F)cc2)cs1
(38) CC/C(=C(/c1ccc(Cl)cc1)c1ccc(OCCN)cc1)c1ccccc1
(39) O=C(CSc1nnc(-c2ccc(Cl)cc2)n1-c1ccccc1)Nc1ccccc1
(40) COc1cc(CNC(=O)C[C@H](C)CCC=C(C)C)ccc1OCc1cn(-c2ccc(Cl)c(Cl)c2)nn1

Screen / compound no.,33,34,35,36,37,38,39,40
RPMI-8226,9.9*,104,87,72,58,90,72,78
MOLT-4,11,101,97,75,47,84,88,69
M14,1.2*,94,93,100,95,89,89,89
HOP-62,29,90,90,97,70,116,109,96
CCRF-CEM,5.2*,43,54,89,94,80,78,84
A549/ATCC,3.8*,99,91,78,70,86,24,46
HOP-92,72,90,69,·,67,103,119,52
EKVX,38,99,94,·,89,102,70,77

(41) c1ccc(OC2COC(Oc3ccccc3)CO2)cc1 (centres undefined)
(42) O=C(Nc1cccc(Cl)c1)Oc1c(Cl)cc(Cl)c(Cl)c1Cl
(43) Cc1c(C(=O)NC(Cc2ccccc2)C(O)C(=O)NCCc2ccccc2)[nH]c2ccccc2c1=O (centres undefined)
(44) Cc1c(Cc2ccccc2)c(=O)oc2c(C)c(OCC(=O)n3[nH]c(=O)cc3N)ccc12
(45) Cc1ccc(-c2nn(-c3ccccc3)cc2C2CC(c3cc4ccccc4oc3=O)=NN2C(N)=S)cc1 (centres undefined)
(46) COC(=O)c1nc(=S)[nH]c(C(=O)OC)c1C(=O)c1ccccn1
(47) NCCSc1ccccc1
(48) Cc1cccc(C2(O)CCCCC2)c1

Screen / compound no.,41,42,43,44,45,46,47,48
RPMI-8226,89,100,107,92,88,53,61,·
MOLT-4,94,100,98,105,65,2.3*,88,138
M14,109,82,99,111,92,18,89,107
HOP-62,·,76,96,·,81,40,86,89
CCRF-CEM,86,76,88,94,85,11,87,87
A549/ATCC,96,80,94,101,84,107,100,96
HOP-92,102,87,111,85,92,48,80,·
EKVX,106,95,95,96,84,35,98,99

# Three of the compounds above, bar-delimited.
nr | Structure | RPMI-8226 | MOLT-4 | M14 | HOP-62 | CCRF-CEM | A549/ATCC | HOP-92 | EKVX
43 | Cc1c(C(=O)NC(Cc2ccccc2)C(O)C(=O)NCCc2ccccc2)[nH]c2ccccc2c1=O (centres undefined) | 107 | 98 | 99 | 96 | 88 | 94 | 111 | 95
45 | Cc1ccc(-c2nn(-c3ccccc3)cc2C2CC(c3cc4ccccc4oc3=O)=NN2C(N)=S)cc1 (centres undefined) | 88 | 65 | 92 | 81 | 85 | 84 | 92 | 84
41 | c1ccc(OC2COC(Oc3ccccc3)CO2)cc1 (centres undefined) | 89 | 94 | 109 | · | 86 | 96 | 102 | 106

# Next part
(49) Cc1ccc(S(=O)(=O)NC(=O)NC2C(O)OC(CO)C(O)C2O)cc1 (centres undefined)
(50) C=CCn1c(C)nc2ccc(Nc3nc(N4CCCC4)nc4ccccc34)cc21
(51) COc1ccc(-c2nn(C(=O)NCCN3CC(C)OC(C)C3)cc2-c2ccncc2)cc1Cl (centres undefined)
(52) Nc1cc(S(=O)(=O)O)cc2cc(S(=O)(=O)O)c(N=Nc3ccc([N+](=O)[O-])cc3)c(O)c12
(53) CC(O)CC(O)CC1CCCO1 (centres undefined)
(54) COc1cnc(NS(=O)(=O)c2ccc(N)cc2)nc1
(55) CS(=O)(=O)Nc1ccc(CNC(=O)c2ccsc2Nc2ccnc(C(F)(F)F)c2)cc1
(56) Cc1ccc(O)c(NC(=O)c2ccc(CNc3ccnc(C(F)(F)F)c3)cc2)c1

Screen / compound no.,49,50,51,52,53,54,55,56
RPMI-8226,98,88,·,110,·,108,86,15
MOLT-4,100,91,92,101,110,97,86,25
M14,102,102,118,106,101,112,96,49
HOP-62,83,101,84,101,96,103,110,56
CCRF-CEM,95,·,·,104,111,108,85,7.6*
A549/ATCC,103,90,92,101,97,95,100,53
HOP-92,100,84,·,107,·,120,95,92
EKVX,101,96,87,96,98,86,·,60

# Ordered by heavy-atom count (lowest first): part of the list above
(49) Cc1ccc(S(=O)(=O)NC(=O)NC2C(O)OC(CO)C(O)C2O)cc1 (centres undefined)
(52) Nc1cc(S(=O)(=O)O)cc2cc(S(=O)(=O)O)c(N=Nc3ccc([N+](=O)[O-])cc3)c(O)c12
(51) COc1ccc(-c2nn(C(=O)NCCN3CC(C)OC(C)C3)cc2-c2ccncc2)cc1Cl (centres undefined)

Screen / compound no.,49,52,51
RPMI-8226,98,110,·
MOLT-4,100,101,92
M14,102,106,118
HOP-62,83,101,84
CCRF-CEM,95,104,·
A549/ATCC,103,101,92
HOP-92,100,107,·
EKVX,101,96,87

# (listing goes on)
(57) COc1ccc(COC(=O)c2ccc(C(C)C)cc2)cc1
(58) COc1ccc(-c2nc(SCC(=O)Nc3ccc(C(=O)/C=C/c4ccc(Cl)cc4)cc3)[nH]c(=O)c2C#N)cc1OC
(59) CC(=O)OCC1OC2OC(C)(C)OC2C1O (centres undefined)
(60) Clc1ccc2c(c1)C1CC(c3ccco3)=NN1C(c1ccncc1)O2 (centres undefined)
(61) CCOC(=O)C(C)(N)Cc1ccc(O)c(O)c1 (centres undefined)
(62) Cc1nc(N)nc(N)c1-c1ccccc1
(63) COc1ccc(-c2cnc3sc(C)cn23)cc1
(64) O=[N+]([O-])c1cccc(C2c3ccccc3Oc3ccccc32)c1

Screen / compound no.,57,58,59,60,61,62,63,64
RPMI-8226,108,105,102,91,105,96,·,82
MOLT-4,116,96,101,88,90,79,94,80
M14,98,·,94,99,93,71,99,110
HOP-62,103,88,101,103,118,102,103,85
CCRF-CEM,112,101,104,90,107,70,95,89
A549/ATCC,104,93,92,101,93,28,99,87
HOP-92,100,98,98,92,·,·,101,81
EKVX,138,99,·,100,106,·,95,94

# Of the compounds above, 5 have an aryl thioether with sulfur outside any ring.
(1) CCCCSc1nc(N/N=C/c2cccc(Br)n2)c(C#N)c(-c2ccc(OC)cc2)n1
(29) CSc1ccc(-c2csc(-c3cc(Cl)cc(Cl)c3Cl)n2)cc1
(39) O=C(CSc1nnc(-c2ccc(Cl)cc2)n1-c1ccccc1)Nc1ccccc1
(47) NCCSc1ccccc1
(58) COc1ccc(-c2nc(SCC(=O)Nc3ccc(C(=O)/C=C/c4ccc(Cl)cc4)cc3)[nH]c(=O)c2C#N)cc1OC

Screen / compound no.,1,29,39,47,58
RPMI-8226,77,88,72,61,105
MOLT-4,84,91,88,88,96
M14,101,98,89,89,·
HOP-62,99,89,109,86,88
CCRF-CEM,93,87,78,87,101
A549/ATCC,83,101,24,100,93
HOP-92,·,86,119,80,98
EKVX,99,80,70,98,99

# The list goes on.
(65) O=C(O)c1ccccc1N/C=C/C(=O)c1cc2cc(Br)ccc2oc1=O
(66) COc1ccc(-c2nnc(SCC(=O)Nc3ccc(C(=O)/C=C/c4cc(OC)c(OC)c(OC)c4)cc3)o2)cc1
(67) Clc1ccc(C2=NN(c3cc(Cl)cc(Cl)c3)C(c3cccc(Nc4ccnc5cc(Cl)ccc45)c3)C2)cc1 (centres undefined)
(68) C=C1[C@H](OC(=O)C(C)C)[C@@H](OC(C)=O)[C@@H](OC(=O)c2cccnc2)C(C)(C)/C=C/[C@@H](C)C(=O)[C@@]2(O)C[C@H](C)[C@H](OC(=O)C(C)C)[C@@H]2[C@H]1OC(C)=O

Screen / compound no.,65,66,67,68
RPMI-8226,110,23,90,107
MOLT-4,113,44,81,95
M14,94,80,93,104
HOP-62,102,113,70,82
CCRF-CEM,104,35,90,92
A549/ATCC,95,85,67,92
HOP-92,118,104,107,71
EKVX,97,81,86,95
